# Assay outcomes deposited in PubChem by several laboratories.
# Vc quorum ag = inducers of Vibrio cholerae quorum light production without autoinducers, primary screen, BH1578 luxS cqsA deficient, single point. V. cholerae BH1578 lux reporter, luminescence, 6 h. activation, % at 18.7 µM. 0.16% of 350,000 active; in the data active means activation mostly above about 9.7%, no sharp cut-off; further: not every result past the cut was called active; inactives centre near 0; reference of the scale not given here
# PriA SSB inh = inhibitors of Klebsiella pneumoniae PriA binding to SSB C-terminal tail, primary screen, biochemical, AlphaScreen; 0.6% of 430,000 active; inhibition, % at 33 µM; AlphaScreen SSBct-PriA binding, biotinylated peptide; PriA–SSB C-terminal tail interaction (Klebsiella pneumoniae); in the data active means inhibition mostly above about 37%, no sharp cut-off; inactive means mostly below about 20%;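 further: plate controls were negative control peptide for no effect and reference peptide for full effect; strong numbers were not always called active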
# Rv3671c protease = Rv3671c serine protease inhibitors, primary screen, biochemical, fluorescence polarization, M. tuberculosis H37Rv | P9WHR9 | inhibition, % at 5.96 µM | 0.048% of 320,000 active; in the data active means inhibition above about 38%;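 further: extracellular domain of Rv3671c used as enzyme; 0% = enzyme with DMSO and 100% = no enzyme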
# Target sequence (P9WHR9 whole entry, looked up, the tested form may be a part): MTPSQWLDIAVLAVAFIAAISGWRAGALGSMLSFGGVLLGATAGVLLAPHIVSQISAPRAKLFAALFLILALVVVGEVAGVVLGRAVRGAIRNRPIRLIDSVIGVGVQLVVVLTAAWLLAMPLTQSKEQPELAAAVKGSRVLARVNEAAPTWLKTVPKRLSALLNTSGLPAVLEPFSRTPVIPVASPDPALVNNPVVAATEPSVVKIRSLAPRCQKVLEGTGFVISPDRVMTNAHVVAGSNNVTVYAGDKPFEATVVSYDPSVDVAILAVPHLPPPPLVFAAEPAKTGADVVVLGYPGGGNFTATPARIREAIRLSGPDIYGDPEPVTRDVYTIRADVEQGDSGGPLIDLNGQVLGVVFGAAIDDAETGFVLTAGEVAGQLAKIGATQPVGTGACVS
# CCHFV vOTU inh = CCHFV vOTU protease inhibitors, primary screen, biochemical, Pep-AMC substrate, fluorescence; AID 651958, 2012; Crimean-Congo hemorrhagic fever virus L polyprotein viral ovarian tumor (vOTU) protease …; inhibition, % at 11.5 µM; 0.55% of 370,000 active; in the data active means inhibition above about 30%; further: 0% = vehicle wells with enzyme and 100% = no enzyme wells
# 3CLpro inhibitor = SARS-CoV 3CLpro protease inhibitors, primary screen, biochemical, quenched FRET. Replicase polyprotein 1ab (Severe acute respiratory syndrome coronavirus), P0C6X7. recombinant SARS-CoV 3CLpro, quenched FRET peptide cleavage. inhibition, % at 6 µM. 0.14% of 290,000 active; in the data active means inhibition above about 12%
# Y pestis TopoI = Yersinia pestis topoisomerase I inhibitors, primary screen, biochemical, cleavage product accumulation, plate reader, single point; 0.064% of 360,000 active; activity, % at 10 µM; Y. pestis Topo-I cleavage product accumulation; in the data active means activity above about 50%, passing the limit was not always enough; further: inactives centre near 2
# MazEF act = activators of E. coli MazEF toxin-antitoxin RNase, primary screen, biochemical, fluorescence, uHTS; Endoribonuclease toxin MazF (Escherichia coli (strain K12)), P0AE70; FAM/BHQ RNA-DNA oligo cleavage fluorescence, 5 h; activation, % at 20 µM; 0.32% of 350,000 active; AID 504720, 2011; in the data active means activation above about 50%
# Target sequence (P0AE70 whole entry, looked up): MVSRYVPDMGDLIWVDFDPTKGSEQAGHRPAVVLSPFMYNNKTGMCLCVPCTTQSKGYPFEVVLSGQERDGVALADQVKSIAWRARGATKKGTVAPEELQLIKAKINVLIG
# TcdB inh = TcdB glycohydrolase inhibitors, primary screen, biochemical, single point, plate reader. Toxin B (Clostridioides difficile), P18177. TcdB glycohydrolase enzymatic assay. inhibition, % at 9.99 µM. 0.24% of 350,000 active. AID 652162, 2013; in the data active means inhibition above about 10%
# VHR inh abs = VHR1 phosphatase inhibitors, primary screen, biochemical, absorbance, uHTS | Dual specificity protein phosphatase 3 (Homo sapiens), P51452 | recombinant VHR phosphatase, pNPP absorbance | inhibition, % at 13.3 µM | 0.52% of 290,000 active | AID 1654, 2009; in the data active means inhibition above about 50%; further: some compounds called inactive have numbers as strong as hits
# Target sequence (P51452 whole entry, looked up): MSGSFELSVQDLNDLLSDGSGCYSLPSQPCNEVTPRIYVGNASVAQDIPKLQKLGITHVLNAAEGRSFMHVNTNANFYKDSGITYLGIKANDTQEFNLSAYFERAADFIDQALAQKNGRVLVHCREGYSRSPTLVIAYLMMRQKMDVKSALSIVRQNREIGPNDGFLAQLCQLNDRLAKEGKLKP
# PrPC TRFRET = inhibitors of human cell surface prion protein PrPC, primary screen, cell-based, TR-FRET | Major prion protein (Homo sapiens), P04156 | TR-FRET read-out | inhibition, % at 13.8 µM | 0.43% of 370,000 active; in the data active means inhibition above about 24%; further: 0% = median of the test wells and 100% = reference compound wells
# * hit, by the source's call; i = inactive; · = not tested or not shown.
SMILES,Vc quorum ag,PriA SSB inh,Rv3671c protease,CCHFV vOTU inh,3CLpro inhibitor,Y pestis TopoI,MazEF act,TcdB inh,VHR inh abs,PrPC TRFRET
CCCCOc1ccc(-c2nnn(CC(=O)NCc3ccco3)n2)cc1,0.3,-4,-7,5,-3,-10,-74,·,38,6
COC(=O)c1cccc(NC(=O)c2ccc[n+]([O-])c2)c1,-0.8,-12,1,-14,-1,0,4,-1.3,36,2
Cc1csc(=O)n1CC(=O)OC(C)C(=O)Nc1cccc(Cl)c1 (stereo unspecified),-14,0,-5,-3,·,-3,7,1.8,·,8
COCCNC(=O)Cc1ccc(Br)cc1,i,-5,-2,-1,-1,4,-3,·,32,-2
COCCn1c(=NC(=O)c2ccc(S(=O)(=O)N3CCc4ccccc4C3)cc2)sc2cc(S(N)(=O)=O)ccc21,i,-9,-123,-32,-3,15,9,-5.4,29,17
CCN(CC)c1ccc(C2Nc3cccc4cccc(c34)N2)c(O)c1,-2.2,23,-12,-3,2,-21,8,0.6,4,-2
C[C@H](NC(=O)c1nc[nH]c1C(=O)NCC(=O)OC(C)(C)C)C(=O)OC(C)(C)C,i,1,-5,8,·,25,-5,0.4,-19,-5
CCCN1C2CCCC1CC(NC(=O)Nc1cccc(C(C)=O)c1)C2 (stereo unspecified),i,-6,0,-12,-2,1,1,·,7,-3
CC(=O)Nc1cncc(-c2ccccc2C(C)=O)n1,-0.2,·,·,1,·,1,·,-0.9,·,-9
CN(C)CCN(Cc1cc2cc3c(cc2[nH]c1=O)OCO3)C(=S)NCC1CCCO1 (stereo unspecified),-0.6,-21,-3,-12,-4,-10,15,1.2,11,6
CCOc1cc(C(N)=O)cc(Br)c1OC,i,-18,2,1,15*,-5,2,·,9,3
Cc1cc(NNC(=O)c2ccccc2)nc(NNC(=O)c2ccccc2)n1,-0.6,-13,1,9,2,4,-1,-0.2,20,11
Cc1ccc(S(=O)(=O)N2CCN(c3ccc([N+](=O)[O-])c4cccnc34)CC2)cc1,i,19,-15,9,0,-2,11,·,13,-10
O=C(Cc1ccc(F)cc1)NC1CCCCCC1,1.7,3,-1,10,2,0,-3,2.8,1,3
COCc1ccc(-c2c(-c3cccc(OC)c3)sc3ccc(OC)cc23)cc1,-0.6,-4,-9,-2,·,13,-13,1.4,·,-1
CCn1c(-c2cc(-c3cc(C)ccc3C)nc3ccccc23)n[nH]c1=S,i,-1,9,4,6,6,-4,-0.4,4,-6
O=S(=O)(Nc1nc2ccccc2nc1Cl)c1ccc(Br)cc1,-0.4,-2,-1,7,7,-1,-16,0.1,5,2
Cc1cc(=O)oc2cc(OCc3ccc(C(=O)N4CCN(c5ccccc5)CC4)cc3)ccc12,0.5,9,-18,-33,4,-12,-4,-0.5,8,-6
CC1SC(C)C(=O)N(CC(=O)Nc2ccc3c(c2)OCO3)C1=O (stereo unspecified),i,-10,6,9,0,3,1,0.3,-7,6
Cc1cccc(NC(=O)CSc2nnc(CSc3nc(C)cc(C)n3)o2)c1,i,-2,3,-18,4,-9,-7,·,6,2
CC(C)OCCCn1c(=NC(=O)c2cccs2)c(C#N)cc2c(=O)n3ccccc3nc21,i,-6,3,-285,0,-10,4,2.6,-8,-21
COc1ccc(CC(NC(C)=O)C(=O)NC2CCN(c3ncccc3[N+](=O)[O-])CC2)cc1 (stereo unspecified),i,-6,2,0,2,-1,3,0.1,22,-8
Cc1c(C(=O)NCCSCc2ccc(F)cc2)cnn1-c1ccc(Cl)cc1,-0.4,-12,-6,-11,-2,26,4,2.4,20,8
CC(=O)c1ccc(NC(=O)CCc2nnc3ccc(NCc4ccco4)nn23)cc1,i,-14,-5,10,2,7,-5,0.3,-9,8
O=C(NCc1ccco1)C(NS(=O)(=O)c1cccc2nsnc12)c1ccccc1 (stereo unspecified),3.8,-2,-9,1,3,1,8,·,38,-33

# Fetched by structure from the entries so far (three):
SMILES,Vc quorum ag,PriA SSB inh,Rv3671c protease,CCHFV vOTU inh,3CLpro inhibitor,Y pestis TopoI,MazEF act,TcdB inh,VHR inh abs,PrPC TRFRET
COCCNC(=O)Cc1ccc(Br)cc1,i,-5,-2,-1,-1,4,-3,·,32,-2
CCN(CC)c1ccc(C2Nc3cccc4cccc(c34)N2)c(O)c1,-2.2,23,-12,-3,2,-21,8,0.6,4,-2
COCc1ccc(-c2c(-c3cccc(OC)c3)sc3ccc(OC)cc23)cc1,-0.6,-4,-9,-2,·,13,-13,1.4,·,-1

# (listing goes on)
SMILES,Vc quorum ag,PriA SSB inh,Rv3671c protease,CCHFV vOTU inh,3CLpro inhibitor,Y pestis TopoI,MazEF act,TcdB inh,VHR inh abs,PrPC TRFRET
COc1ccc(NS(=O)(=O)c2cccc(C(=O)NNC(=O)NCCCl)c2)cc1,-0.2,7,2,-9,1,8,11,-1.1,-9,9
O=C(CCc1nnc(Cc2cccc(C(F)(F)F)c2)o1)NC1CC1,3.0,-5,6,5,-3,0,-3,2.0,25,-6
CCOC(=O)/C(C#N)=C/c1ccc(N2CCN(Cc3ccccc3)CC2)cc1,-0.4,-29,-4,-6,6,29,-322,3.1,-1,-3
Cc1ccnc(NC(=O)Cn2c(=O)oc3ccccc32)c1,i,-16,-10,-4,1,2,4,-0.1,-5,-7
Cc1nn(-c2ncc(C(F)(F)F)cc2Cl)c(=O)n1-c1ccc(F)cc1,0.1,-12,-8,7,4,-1,6,0.2,19,-9
COC(=O)C1=C(C)Nc2nc(-c3ccccc3)nn2C1c1ccc(C)o1 (stereo unspecified),-0.2,-2,-5,0,4,2,4,-0.3,29,2
CCC(NC(=O)c1ccccc1NC(=O)c1ccccc1)C(=O)NNC(=O)CSc1nc2ccccc2o1 (stereo unspecified),0.1,4,-11,8,-4,18,3,1.0,-4,3
Cc1nn(Cc2cccc(C(=O)O)c2)c(C)c1[N+](=O)[O-],0.7,-11,0,-20,-3,-10,3,1.8,2,0
O=C(N/N=C1\CCCc2oc(C(=O)O)cc21)c1ccccc1,i,·,7,2,-1,3,-6,-0.1,16,3
Cc1cc(C(=O)N2CCC2(C)C(=O)NS(=O)(=O)c2ccc(F)cc2F)nn1C (stereo unspecified),0.7,·,·,-12,·,10,·,-1.1,·,6
O=[N+]([O-])c1cccc(-c2cn(-c3ccccc3)c(=S)[nH]2)c1,i,4,-5,-4,3,-4,6,-1.5,6,-16
Cc1ccc(-c2nnc(-c3ccccc3)o2)cc1Br,i,-19,1,6,-2,15,14,1.4,·,2
O=C(Nc1ccc2c(c1)OCO2)c1cc2ncc(Br)cn2n1,-0.3,0,·,24,-3,-6,-2,·,4,10
O=C(O)COc1ccc(Cl)cc1Cl,-0.7,-8,8,-7,·,-1,-10,-0.7,·,0
CCn1nc(C)c(/C=N/NC(=O)Cn2cncn2)c1C,i,i,-9,-15,3,1,-3,0.4,4,-1
CCCCN(C(=O)CSc1nnnn1C)C1CCS(=O)(=O)C1 (stereo unspecified),i,2,-3,3,·,4,11,0.8,·,-2
N#C/C(=C/Nc1ccccc1F)S(=O)(=O)c1ccc(Cl)cc1,i,-5,-8,-5,-3,7,4,0.8,·,-5
O=C(CNc1ccc2ccccc2c1)NNC1=NCCC1,-0.3,-1,-5,-9,-11,-4,-2,0.6,6,0
O=C(CN1C(=O)C2CCCCC2C1=O)OCC(=O)c1ccc(F)cc1 (stereo unspecified),i,-14,-3,-1,·,8,3,0.5,·,-4
CCC(=O)N1CCc2cc(Br)cc(S(=O)(=O)CCC(=O)NCc3ccco3)c21,-2.9,-13,-6,·,-1,-2,2,·,4,·
CC1CCCCN1C(=O)CN1CCN(S(=O)(=O)c2ccc(Br)cc2Cl)CC1 (stereo unspecified),i,-7,2,4,·,28,4,0.6,·,-3
COCCCNC(=O)c1ccc(CS(=O)(=O)c2ccc(OC)cc2)o1,-0.6,2,-10,-3,5,-4,6,0.6,2,-2
CCOc1ccc(S(=O)(=O)Nc2cccc(C(=O)NCC3(N4CCCCC4)CCCCC3)c2)cc1,i,9,2,6,·,5,-1,0.1,·,-20
Cc1ccc(C)c2[nH]c(=O)c(CCNC(=O)c3ccc4c(c3)OCO4)cc12,-3.7,-3,2,-6,0,-4,2,·,-1,-1
CC1CN(c2ccc([N+](=O)[O-])c(NCCOc3ccc(Cl)cc3)c2)CC(C)N1 (stereo unspecified),i,30,·,0,-2,-14,-21,1.4,-5,-13

# Copied from the list.
# CC1CCCCN1C(=O)CN1CCN(S(=O)(=O)c2ccc(Br)cc2Cl)CC1 (stereo unspecified) @ Y pestis TopoI: 28
# Cc1nn(Cc2cccc(C(=O)O)c2)c(C)c1[N+](=O)[O-] @ CCHFV vOTU inh: -20
# COc1ccc(NS(=O)(=O)c2cccc(C(=O)NNC(=O)NCCCl)c2)cc1 @ Rv3671c protease: 2
# Cc1ccc(C)c2[nH]c(=O)c(CCNC(=O)c3ccc4c(c3)OCO4)cc12 @ 3CLpro inhibitor: 0
# N#C/C(=C/Nc1ccccc1F)S(=O)(=O)c1ccc(Cl)cc1 @ PriA SSB inh: -5

# New compounds follow
SMILES,Vc quorum ag,PriA SSB inh,Rv3671c protease,CCHFV vOTU inh,3CLpro inhibitor,Y pestis TopoI,MazEF act,TcdB inh,VHR inh abs,PrPC TRFRET
Cc1csc(NC(=O)CNS(=O)(=O)c2cccs2)n1,1.3,-6,-5,2,-1,1,-1,·,24,-1
Cc1ccc(Cl)cc1N1CCN(C(=O)c2noc(C)c2[N+](=O)[O-])CC1,-2.5,6,8,10,5,15,9,1.0,-4,-4
COc1ccc(CCN2CC(C(=O)NCc3cnn(C)c3)CCC2=O)cc1 (stereo unspecified),-3.1,·,·,1,·,3,3,-0.1,·,8
COc1ccc(C(=O)NCc2nnc(SCC(=O)N3CCc4ccccc43)n2C2CCCCC2)cc1,0.8,-11,8,-2,5,-1,5,·,-1,-7
CC(Cc1cccs1)NC(=S)Nc1ccc(F)cc1 (stereo unspecified),-0.3,6,-8,-9,-1,-4,1,1.4,-4,6
Cc1cc(C)cc(OCc2ccc(C(=O)NN)o2)c1,i,0,-8,-12,-1,3,5,0.6,1,12
Cc1ccc2nc(N3C(=O)CNC3=S)sc2c1,-0.6,4,4,-1,1,-3,1,-0.6,10,17
COc1ccccc1-c1noc(CCC(=O)Nc2cccc(C(F)(F)F)c2)n1,-1.6,-34,-18,13,-1,-2,7,·,18,10
O=[N+]([O-])c1ccc(C=Nc2ccc(Cl)c([N+](=O)[O-])c2)s1,-0.1,·,·,-2,2,0,·,1.6,29,-5
CCN(CC(=O)Nc1c(F)cccc1F)C(=O)C1CCN(C(=O)c2ccc(Cl)cc2)CC1,i,-4,5,5,·,2,-3,1.5,·,-1
CC1=C(C(=O)Nc2cc(C(=O)NCCC(C)C)ccc2C)SCCO1,-0.8,-7,0,-9,-5,7,3,-0.2,-16,2
Cc1ccc(C2=NOC(C)(c3nnc(-c4cccc(Cl)c4)o3)C2)cc1 (stereo unspecified),-9.1,-7,-1,2,·,-7,4,0.7,·,-2
CC(=O)c1ccc(N(C(=O)Cn2nnc3ccccc32)C(C(=O)NCc2ccccc2)c2ccccn2)cc1 (stereo unspecified),i,-6,-9,8,8,-4,-1,1.2,10,-11
Cc1ccc(C(=O)N(CN2CCCC2=O)c2ccc(F)cc2)cc1C,-0.4,0,-7,-2,3,-2,5,·,8,-1
CC(C)(C)c1cc(NC(=O)CCl)n(-c2ccccc2)n1,-0.4,11,-1,1,3,2,-6,1.9,27,0
C(=N\Nc1nc(N2CCCCCC2)nc(N2CCCCCC2)n1)/c1ccccc1,-0.3,·,-3,-3,6,5,1,·,6,4
COc1ccc(OCCC(=O)NCCN2CCOCC2)cc1,i,6,5,7,5,4,2,0.8,24,9
O=C(NCc1cccnc1)c1cc(-c2ccco2)on1,i,-10,3,·,-1,-12,4,0.8,26,·

# Not all compounds are listed (hit frequency here may not be typical).
